MrgX1 PAM – positive allosteric modulators of MrgX1, primary screen, HEK293 cells, Fluo-4 calcium flux; FDSS; active compounds read high; Mas-related G-protein coupled receptor member X1 (Homo sapiens), Q96LB2; 310,000 compounds, 0.63% hits; B-score at 10 µM; AID 588675, 2011;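 active = plate-corrected calcium response at least 3 library SD above typical, normal starting fluorescence, not activating the receptor alone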;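 note: compound read alongside a low EC10 to EC30 dose of BAM8-22 agonist; peak minus trough fluorescence over baseline measured at the second addition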
TRPC4 agonist – activators of mouse TRPC4 channel, primary screen, Fluo4 calcium, HEK293 TRPC4beta/mu-opioid cells; Short transient receptor potential channel 4 (Mus musculus), Q9QUQ5; Fluo4 calcium fluorescence; active compounds read high; B-score at 10 µM; 310,000 compounds, 0.49% hits; AID 2237, 2010;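 active = B-score above 5 SD of library B-scores, and initial fluorescence ratio not above library mean plus 5 SD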;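 note: positive B-score marks a calcium rise read as TRPC4 activation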
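Assay system: HEK293 stable line with TRPC4beta plus mu-opioid receptor; schedule: 45 min room-temperature Fluo4 loading, 110 s read; technique: kinetic Fluo4 calcium fluorescence; evaluation: integrated baseline-normalised fluorescence ratio, converted to per-well B score; controls: buffer (low) and maximal DAMGO (high)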
PolyA inhibitor – polyadenylation inhibitors in yeast reporter cells, primary screen, luminescence, S. cerevisiae | S. cerevisiae SKY197-pL101 polyadenylation reporter, beta-gal luminescence; efflux-impaired pdr1/pdr3 knockout yeast; score 100 = 6 SD above DMSO | calls only at 12 µM | 300,000 compounds, 0.02% hits | AID 1875, 2009;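 active = lowest replicate activity score at least 50, where 100 means six control SD above control mean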;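 note: yeast exposed to compound for 9 h at 30 °C; higher score means more reporter readthrough which indicates perturbed polyadenylation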
MrgX1 ag – agonists of human MrgX1 receptor, primary screen, HEK293 cells, Fluo-4 calcium flux. AID 588627, 2011. 310,000 compounds, 0.44% hits. B-score at 10 µM. Fluo-4 calcium fluorescence, agonist mode; active compounds read high;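 active = calcium response B-score plate-corrected fluorescence ratio at least 3 library SD, with starting fluorescence B-score inside 5 SD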
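Material: MrgX1-expressing HEK293 cells; input: 15,000 cells per well; doses: test compound given as first of three sequential additions; schedule: overnight plating before 1 h dye loading; technique: Fluo-4 NW calcium-flux fluorescence, kinetic read; evaluation: baseline-normalised fluorescence change ratio, B-scored; control set: plate-wise positive and negative controls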
TRPC4 block – inhibitors of mouse TRPC4 channel, primary screen, Fluo4 calcium, HEK293 TRPC4beta/mu-opioid cells; 300,000 compounds, 0.39% hits; DAMGO-evoked Fluo4 calcium flux; active compounds read low; AID 2247, 2010; B-score at 10 µM;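 active = B-score over 3 SD under the library average, no early fluorescence shift, positive overall ratio signal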
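Assay system: Stable TRPC4beta/mu-opioid receptor HEK293 cells | Reagent: DAMGO in two steps, submaximal then maximal | Compound dosing: Single concentration per test compound | Signal: Fluo4 Ca2+ flux fluorescence | Evaluation: Per-well B score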
HIF activator – HIF pathway transcriptional activators, primary screen, cell-based, U2OS HRE-luciferase, luminescence | U2OS HRE-luciferase reporter; normalized: DMSO 0%, desferrioxamine 100% | 300,000 compounds, 0.32% hits | activation, % at 7.5 µM (by protocol);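 active = mean activation of at least 10% of the iron chelator positive control signal, with at least half of replicates also reaching 10%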
MrgX1 antagonist – antagonists of human MrgX1 receptor, primary screen, HEK293 cells, Fluo-4 calcium flux | Mas-related G-protein coupled receptor member X1 (Homo sapiens), Q96LB2 | B-score at 10 µM | 310,000 compounds, 1.3% hits | BAM8-22 antagonism; active compounds read low;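 active = calcium-response B-score plate-corrected more than 3 library SD below zero, starting fluorescence within 5 deviations, no agonist response on first addition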;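 note: peak minus trough fluorescence over baseline after final BAM8-22 challenge near maximal dose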
TRPC6 inh – mouse TRPC6 channel inhibitors, primary screen, cell-based, HEK293, membrane potential dye; Short transient receptor potential channel 6 (Mus musculus), Q61143; ACh-evoked depolarization; active compounds read low; B-score at 10 µM; 310,000 compounds, 1.1% hits; AID 2553, 2010;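 active = B-score under library mean minus 3 SD, initial fluorescence not abnormally high, positive integrated signal ratio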;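 note: B-score derived from integrated fluorescence ratio over the kinetic read; more negative B-score means stronger inhibition of depolarization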
Target sequence (Q61143 whole entry, looked up): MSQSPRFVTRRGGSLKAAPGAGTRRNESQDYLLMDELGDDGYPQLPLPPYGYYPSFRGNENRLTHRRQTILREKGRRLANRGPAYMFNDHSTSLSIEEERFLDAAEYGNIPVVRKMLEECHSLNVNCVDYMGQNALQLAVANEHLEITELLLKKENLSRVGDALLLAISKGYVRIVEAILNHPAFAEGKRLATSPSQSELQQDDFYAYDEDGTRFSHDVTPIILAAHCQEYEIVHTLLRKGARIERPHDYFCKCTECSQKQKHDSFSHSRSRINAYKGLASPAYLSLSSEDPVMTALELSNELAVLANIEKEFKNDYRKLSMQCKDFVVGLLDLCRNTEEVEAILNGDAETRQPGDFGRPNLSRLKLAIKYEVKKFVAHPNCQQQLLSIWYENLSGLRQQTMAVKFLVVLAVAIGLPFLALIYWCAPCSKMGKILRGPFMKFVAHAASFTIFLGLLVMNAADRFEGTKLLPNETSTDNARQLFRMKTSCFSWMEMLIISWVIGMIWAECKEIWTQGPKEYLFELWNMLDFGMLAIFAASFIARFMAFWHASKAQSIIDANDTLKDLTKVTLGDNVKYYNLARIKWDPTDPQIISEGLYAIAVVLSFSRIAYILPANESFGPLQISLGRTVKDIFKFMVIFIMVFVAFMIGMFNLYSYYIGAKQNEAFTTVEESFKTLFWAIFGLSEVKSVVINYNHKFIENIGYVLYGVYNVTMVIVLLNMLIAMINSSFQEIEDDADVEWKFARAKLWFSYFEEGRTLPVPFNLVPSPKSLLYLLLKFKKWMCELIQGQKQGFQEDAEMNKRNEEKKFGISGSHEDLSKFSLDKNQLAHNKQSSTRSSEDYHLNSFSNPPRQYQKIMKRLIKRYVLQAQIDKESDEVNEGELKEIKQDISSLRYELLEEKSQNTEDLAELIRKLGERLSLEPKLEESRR
TRPC4 potent – positive allosteric modulators of TRPC4, primary screen, cell-based, mouse TRPC4beta, HEK293 mu-opioid, Fluo-4 calcium. 310,000 compounds, 0.42% hits. DAMGO EC20, Fluo-4 Ca2+ flux; active compounds read high. AID 2227, 2009. B-score at 10 µM;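 active = B-score of calcium response area above 5 SD of library B-scores, with initial fluorescence ratio within 5 SD of library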;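 note: B-score of integrated fluorescence ratio over time as area under calcium response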
AI-2 QS modul – Vibrio harveyi AI-2 quorum sensing modulators, primary screen, JMH597 strain, luminescence/OD600 ratio. 300,000 compounds, 0.4% hits. AID 2094, 2009. Vibrio harveyi JMH597 AI-2 luminescence/OD600 ratio, 9 h; active compounds read low; strain lacks LuxN and CqsS sensors; 0 = neutral-control median. activity change, % at 7.5 µM; in the data active = activity change below about -75%, passing the limit was not always enough;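 note: luminescence divided by OD600 gain over 9 h not by final OD600 alone; inactives centre near 13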
TRPC6 activator – mouse TRPC6 channel activators, primary screen, cell-based, HEK293, membrane potential dye; AID 2550, 2010; HEK293-TRPC6 membrane potential dye fluorescence; active compounds read high; Short transient receptor potential channel 6 (Mus musculus), Q61143; 310,000 compounds, 0.13% hits; B-score at 10 µM;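 active = B-score of the integrated fluorescence ratio above library mean plus 3 SD, and starting fluorescence ratio within library mean plus 5 SD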;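 note: higher score means more depolarization so channel activation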
An asterisk follows results filed as active; i = inactive. This is a subset; count on the stated rates, not on these rows.

Each structure is followed by: MrgX1 PAM | TRPC4 agonist | PolyA inhibitor | MrgX1 ag | TRPC4 block | HIF activator | MrgX1 antagonist | TRPC6 inh | TRPC4 potent | AI-2 QS modul | TRPC6 activator
[1] O=C(CSc1nc(=O)n2ccccc2n1)N1CCC(Cc2ccccc2)CC1
→ i | i | i | i | i | -0.1 | i | i | i | 27 | i
[2] CCNc1nc(C23CC4CC(CC(C4)C2)C3)cs1
→ i | i | i | i | i | 0.0 | i | i | i | 15 | i
[3] CCCNS(=O)(=O)c1ccc(OCC(=O)NCc2ccco2)cc1
→ i | i | i | i | i | 0.5 | i | i | i | 7 | i
[4] COc1cccc(C2C(C(=O)Nc3ccccc3)=C(C)N=c3s/c(=C/c4ccc(OCC(=O)O)cc4)c(=O)n32)c1 (stereo unspecified)
→ i | i | i | i | i | -0.1 | i | i | i | 18 | i
[5] O=C(CN1CCOCC1)NCc1ccccc1Cl
→ i | i | i | i | i | 0.1 | i | i | i | 13 | i
[6] Cn1nnnc1SCCNC(=O)C1CCC(=O)N(Cc2ccc(Cl)cc2)C1 (stereo unspecified)
→ i | i | i | i | i | -0.4 | i | i | i | 18 | i
[7] COc1ccc(-c2cnc(NCc3cc4c(cc3[N+](=O)[O-])OCO4)n2C)cc1
→ i | i | i | i | i | -0.4 | i | -5.6* | i | 2 | i
[8] CCOC(=O)N1CCN(CC(=O)N2c3ccccc3CCc3ccccc32)CC1
→ i | i | i | i | i | 0.0 | i | i | i | 12 | i
[9] C[C@@H](C(=O)Nc1ccc2ccccc2c1)[C@H]1C[C@]1(C)[C@H](NC(=O)c1cnccn1)c1ccccc1
→ i | i | i | i | i | -1.7 | i | i | i | 26 | i
[10] O=S(=O)(N/N=C1/CC(c2ccccc2)Oc2ccccc21)c1ccc(Br)cc1 (stereo unspecified)
→ i | i | i | i | i | 0.8 | -6.7* | i | i | 31 | i
[11] C=C(C)CSc1cc(C)c(C#N)c2nc3ccccc3n12
→ i | i | i | i | i | 1.0 | i | i | i | 35 | i
[12] O=C(Nc1ccc(F)cc1Cl)C1CCN(C(=O)Nc2ccccc2)CC1
→ i | i | i | i | i | 1.2 | i | i | i | 19 | i
[13] CCc1nnc(NS(=O)(=O)c2ccc(NC(=O)c3cccc4ccccc34)cc2)s1
→ i | i | i | i | i | -0.1 | i | i | i | 24 | i
[14] O=C(c1ccco1)N1CCN(C2=NS(=O)(=O)c3ccccc32)CC1
→ i | i | i | i | i | -0.3 | i | i | i | 20 | i
[15] O=C(NCc1ccccn1)Nc1ccccc1F
→ i | i | i | i | i | 1.8 | i | i | i | 7 | i
[16] O=C(CC1SC(=NC2CCCCC2)NC1=O)Nc1ccccc1 (stereo unspecified)
→ i | i | i | i | i | 0.4 | i | i | i | 15 | i
[17] COC(=O)c1ccccc1NC(=O)C1CC(=O)N(c2ccc(C)c(C)c2)C1 (stereo unspecified)
→ i | i | i | i | i | 0.6 | i | i | i | 0 | i
[18] CCn1c(C)nnc1SCC(=O)Nc1ccccc1OC
→ i | i | i | i | i | -21 | i | i | i | 25 | i
[19] O=C(Nc1c[nH]c2c(Cl)cccc2c1=O)N1CCN(c2ccccn2)CC1
→ i | i | i | i | i | -11 | i | i | i | 22 | i
[20] Cc1ccc(N(C(=O)c2csnn2)C(C(=O)NC2CCCCC2)c2ccccn2)c(C)c1 (stereo unspecified)
→ i | i | i | i | i | 0.0 | i | i | i | 9 | i
[21] CN(C)S(=O)(=O)c1ccc(Cl)c(NC(=O)CN2C(=O)NC(C)(C3CC3)C2=O)c1 (stereo unspecified)
→ i | i | i | i | i | -0.1 | i | i | i | 13 | i
[22] COc1ccc(NS(=O)(=O)c2cccc(C(=O)NCC3CCCO3)c2)cc1 (stereo unspecified)
→ i | i | i | i | i | 0.0 | i | i | i | 36 | i
[23] Cc1ccccc1NC(=O)CCNS(=O)(=O)c1cccc2nsnc12
→ i | i | i | i | i | 0.4 | i | i | i | 6 | i
[24] CCc1oc(C(=O)O)cc1CN(CC)CC
→ i | i | i | i | i | 0.1 | i | i | i | 9 | i
[25] CCCN1C(=O)c2ccccc2NC1c1ccc(Cl)cc1 (stereo unspecified)
→ i | i | i | i | i | -0.5 | i | i | i | 8 | i
[26] CC1CCCC(N2C(=O)NC(NC(=O)c3ccco3)(C(F)(F)F)C2=O)C1C (stereo unspecified)
→ i | i | i | i | i | 1.0 | i | i | i | 20 | i
[27] COc1cc(OC)c(OC)cc1CNCc1ccco1
→ i | i | i | i | i | 0.2 | i | i | i | 11 | i
[28] CC(=O)Nc1ccc(S(=O)(=O)N(C)c2ccc(OCC(=O)OCC(=O)N3CCCCC3)cc2)cc1
→ i | i | i | i | i | -0.3 | i | i | i | 12 | i
[29] CC(Sc1ccccc1)C(=O)NCC(c1ccco1)N1CCCCC1 (stereo unspecified)
→ i | i | i | i | i | 0.7 | i | i | i | 12 | i
[30] O=C(CSc1n[nH]c(-c2ccccc2)n1)Nc1ccccc1O
→ i | i | i | i | i | 0.1 | i | i | i | 24 | i

Other structures follow.
Each structure is followed by: MrgX1 PAM | TRPC4 agonist | PolyA inhibitor | MrgX1 ag | TRPC4 block | HIF activator | MrgX1 antagonist | TRPC6 inh | TRPC4 potent | AI-2 QS modul | TRPC6 activator
[31] COCCn1c(C)c(C)c2c(NCCc3ccccc3)ncnc21
→ i | i | i | i | i | -48 | i | i | i | 8 | i
[32] CSc1nc(N)c(C#N)c(-c2ccc(Cl)cc2)c1C#N
→ i | i | i | i | i | -0.4 | i | i | i | -10 | i
[33] COCCNC(=O)C(c1ccccc1C)N(CCOC)C(=O)Cn1nnc2ccccc21 (stereo unspecified)
→ i | i | i | i | i | 0.1 | i | i | i | 14 | i
[34] COc1ccc2c(C(=O)CN3CCC(C)CC3)c[nH]c2c1
→ i | i | i | i | i | 1.1 | i | i | i | 14 | i
[35] O=C(CSc1ccccc1)Nc1ccc(NC(=O)c2ccco2)cc1
→ i | i | i | i | i | 0.7 | i | i | i | -3 | i
[36] CCC(Oc1ccccc1)C(=O)Nc1nc2ccccc2[nH]1 (stereo unspecified)
→ i | i | i | i | i | 2.1 | i | i | i | 32 | i
[37] COCCN(C(=O)COC(=O)Cc1ccc(Cl)cc1Cl)c1c(N)n(Cc2ccccc2)c(=O)[nH]c1=O
→ i | i | i | i | i | -0.4 | i | i | i | 11 | i
[38] CN1CCC(N(C)C(=S)NC(=O)c2cc(-c3cccc(Br)c3)nc3ccccc23)CC1
→ i | i | i | i | i | -0.3 | i | i | i | -5 | i
[39] CC(Sc1nncn1C)C(=O)Nc1ccccc1-c1ccccc1 (stereo unspecified)
→ i | i | i | i | i | -0.1 | i | i | i | 10 | i
[40] O=C(CNC(=O)c1ccccc1Cl)NCC(c1cccs1)N1CCOCC1 (stereo unspecified)
→ i | i | i | i | i | -0.5 | i | i | i | 11 | i
[41] Cc1nc2ccccc2c(=O)n1/N=C/c1ccccc1F
→ i | i | i | i | i | 1.3 | i | i | i | -1 | i
[42] COc1ccccc1CNC(=O)Cc1ccc(OC)c(OC)c1
→ i | i | i | i | i | 0.1 | i | i | i | 19 | i
[43] CCOC(=O)c1ccc(S(=O)(=O)NCCN2CCOCC2)cc1
→ i | i | i | i | i | 0.0 | i | i | i | 34 | i
[44] CCOCCCNc1nc2c([nH]1)c(=O)n(C)c(=O)n2C
→ i | i | i | i | i | -0.4 | i | i | i | 10 | i
[45] Cc1ccc(NC(=O)CCC(=O)c2cccs2)c(Br)c1
→ i | i | i | i | i | 1.9 | i | i | i | 14 | i
[46] CCOCCCNC(=O)Cn1cnc2c(cnn2-c2ccc(F)cc2)c1=O
→ i | i | i | i | i | -0.7 | i | i | i | 33 | i
[47] Cc1cc(C)c2nc(N3CCCN(C(=O)c4ccco4)CC3)c(C#N)cc2c1
→ i | i | i | i | i | 0.0 | i | i | i | 18 | i
[48] O=C(Oc1ccc2c(c1)OCO2)c1ccc(F)cc1Cl
→ i | i | i | i | i | 4.3 | i | i | i | 11 | i
[49] CCOCCCNC(=O)CCS(=O)(=O)Cc1ccc(C)cc1
→ i | i | i | i | i | -0.2 | i | i | i | 19 | i
[50] CSCCC(NC(N)=O)C(=O)Nc1ccc(F)c(Cl)c1 (stereo unspecified)
→ i | i | i | i | i | -0.1 | i | i | i | 5 | i
[51] COC(=O)c1ccc(Cn2nc(C)c(Cl)c2C)o1
→ i | i | i | i | i | 1.6 | i | i | i | 8 | i
[52] CC1Cn2c(nnc2-c2cccc(Cl)c2)S1 (stereo unspecified)
→ i | i | i | i | i | -0.4 | i | i | i | 0 | i
[53] COc1ccc(NC(=O)CSc2nccn2Cc2ccco2)c(OC)c1
→ i | i | i | i | i | 1.3 | i | i | i | 10 | i
[54] C/C(=N\NC(=O)c1cccc(Br)c1)c1ccc(Br)cc1
→ i | i | i | i | i | 1.4 | i | i | i | 10 | i
[55] Cc1csc(C)[n+]1CC(=O)c1ccccc1
→ i | i | i | i | i | -0.9 | i | i | i | 8 | i
[56] Cc1cccc(NC(=S)NCCc2ccc(Cl)cc2)c1C
→ i | i | i | i | i | 0.1 | i | i | i | -6 | i
[57] CC(NC(=O)COC(=O)CNC(=O)c1ccc(-c2ccccc2)cc1)c1ccccc1 (stereo unspecified)
→ i | i | i | i | i | -0.6 | i | i | i | 2 | i
[58] O=C(c1ccc(S(=O)(=O)N2CCOCC2)cc1)N1CCN(C2=NS(=O)(=O)c3ccccc32)CC1
→ i | i | i | i | i | -0.1 | i | i | i | -18 | i
[59] CCSc1ccc(-c2cccc([N+](=O)[O-])c2)nn1
→ i | i | i | i | i | 4.0 | i | i | i | 26 | i

Assay outcomes: PubChem, several laboratories
